High-throughput results (PubChem)
TNAP act hi DEA: activators of human TNAP at high phosphate acceptor concentration; 200,000 tested, under 10 active; purified TNAP, CDP-star luminescence, 1 M DEA, 30 min; stronger effect = higher value; 0 = EDTA background, 1 = DMSO-only activity; AID 1136; P05186; activation factor at 20 µM;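 active means activation factor at least 2 at 20 µM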
Target sequence (P05186 whole entry, looked up): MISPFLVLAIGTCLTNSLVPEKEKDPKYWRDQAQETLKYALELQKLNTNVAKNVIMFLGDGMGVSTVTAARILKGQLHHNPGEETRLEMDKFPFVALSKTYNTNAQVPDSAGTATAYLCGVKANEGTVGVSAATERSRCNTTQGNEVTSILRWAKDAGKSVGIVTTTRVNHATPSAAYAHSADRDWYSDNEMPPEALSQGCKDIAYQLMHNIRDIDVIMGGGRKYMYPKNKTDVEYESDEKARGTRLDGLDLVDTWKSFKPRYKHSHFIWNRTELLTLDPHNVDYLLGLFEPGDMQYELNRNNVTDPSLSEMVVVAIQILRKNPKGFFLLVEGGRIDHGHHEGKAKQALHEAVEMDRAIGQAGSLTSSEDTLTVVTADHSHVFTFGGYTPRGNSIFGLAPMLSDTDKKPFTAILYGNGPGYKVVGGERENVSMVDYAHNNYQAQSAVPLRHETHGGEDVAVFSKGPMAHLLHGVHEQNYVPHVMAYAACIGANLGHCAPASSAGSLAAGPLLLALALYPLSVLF
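Measured by: Luminescent substrate turnover signal | Test system: Human TNAP | Input: TNAP 1/800 final | Dosing: 20 µM single point | Schedule: 30 min, room temperature | Controls: EDTA wells as negative control, DMSO wells as positive control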
TNAP inh hiacc: TNAP (human) inhibition, high acceptor | P05186 | purified TNAP, CDP-star luminescence, 1 M DEA | inhibition, % at 20 µM | 200,000 tested, 0.03% active;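 active means over 50% inhibition of tissue-nonspecific alkaline phosphatase at 20 µM in the single-dose screen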;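 further: plate controls were DMSO wells for no effect and EDTA-quenched wells as full inhibition for full effect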
FLuc act counter: firefly luciferase counter-screen for stimulation assays | P08659 | activation factor at 10 µM | 200,000 tested, under 10 active | ATPlite luciferase biochemical, luminescence, 10 min; 0 = ATP-free wells, 1 = DMSO control;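 active means luciferase activation factor, scaled between plate controls, of at least 2 with compound at 10 µM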
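Assay system: Luciferase/luciferin reagent mix; Medium: PBS as buffer for the ATP substrate; Dosing: test compounds dosed from 2 mM stocks in 100% DMSO; Times: 10 min, room temperature; Signal: luminescence from luciferase reaction; Read-out: luciferase activation; Controls: No-ATP low control, compound-free enzyme-plus-ATP high control.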
TNAP inh noacc: inhibitors of human TNAP without phosphate acceptor; 200,000 tested, 0.26% active; inhibition, % at 20 µM; P05186; AID 1012; purified TNAP, CDP-star luminescence, 30 min;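 active means tissue-nonspecific alkaline phosphatase inhibition above about 50% at 20 µM in the single-dose screen, limit read from the data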;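 further: 0% = DMSO negative control and 100% = EDTA positive control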
Diaph inh CS: counter-screen for diaphorase-based assays: diaphorase inhibitors and chemical oxidizers | diaphorase resazurin-to-resorufin fluorescence, NADH, 16 min; bacterial (C. kluyveri) enzyme, not human | inhibition, % at 20 µM | 190,000 tested, 0.69% active | AID 1217;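 active means primary screen inhibition at 20 µM above a set limit, cut at about 50% in these data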;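 further: plate controls were DMSO with full reaction for no effect and wells lacking NADH for full effect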
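Test system: diaphorase enzyme from Clostridium kluyveri; amount: diaphorase at 0.14 U/mL in enzyme working solution; detection: fluorescence of resorufin formed from resazurin, Ex 544/Em 590 nm; times: reaction incubation of 16 min at room temperature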
G6PDH CS: L. mesenteroides G6PDH inhibition counter-screen; Purified L. mesenteroides G6PDH, diaphorase/resazurin coupled fluorescence, 45 min; inhibition, % at 5 µM; 200,000 tested, 0.12% active; in the data active means inhibition above about 50%
Diaphorase act: diaphorase activation or chemical reduction counter-screen. activation factor at 20 µM. AID 1229. Diaphorase/resazurin coupled assay, resorufin fluorescence, 16 min; stronger effect = higher value; 1 = vehicle wells, 0 = NADH-free wells. 190,000 tested, 0.005% active;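 active means diaphorase activity raised at least twofold by the compound at 20 µM; inactive means activation factor below 2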
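Material: Purified diaphorase enzyme from Clostridium kluyveri | Buffer or medium: 50 mM HEPES pH 7.4 with 4.542 mM MgCl2, 0.005% Tween 20 | Times: 16 min enzyme reaction, ambient temperature | Signal: Red resorufin fluorescence at 544/590 nm excitation/emission | Measure: Increased resorufin signal from activators or reducing compounds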
PMI act hi M6P: increases human PMI activity with near-saturating mannose 6-phosphate | P34949 | coupled PMI enzyme assay, resazurin fluorescence, 20 min; stronger effect = higher value; 1 = untreated enzyme, 0 = substrate-free blank | activation factor at 20 µM | 190,000 tested, 0.34% active | AID 1216;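 active means activation factor of 2 or more at 20 µM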
Target sequence (P34949 whole entry, looked up): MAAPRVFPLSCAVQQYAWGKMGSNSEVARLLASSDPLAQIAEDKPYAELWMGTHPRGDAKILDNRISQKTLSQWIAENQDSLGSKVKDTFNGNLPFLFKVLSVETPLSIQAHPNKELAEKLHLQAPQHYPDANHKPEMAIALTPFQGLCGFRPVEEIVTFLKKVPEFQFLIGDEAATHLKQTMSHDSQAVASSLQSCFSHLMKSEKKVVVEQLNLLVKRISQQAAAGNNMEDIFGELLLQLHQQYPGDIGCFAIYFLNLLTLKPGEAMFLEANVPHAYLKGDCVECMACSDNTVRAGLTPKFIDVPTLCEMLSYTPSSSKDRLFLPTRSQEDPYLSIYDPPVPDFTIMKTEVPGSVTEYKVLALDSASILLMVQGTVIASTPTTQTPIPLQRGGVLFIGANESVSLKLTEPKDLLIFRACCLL
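assay system = human phosphomannose isomerase with PGI, G6PDH, diaphorase coupling enzymes | quantity = 15 ng/mL PMI | incubation = enzyme reaction with compound 20 min at room temperature | medium = HEPES pH 7.4 buffer with MgCl2 and Tween-20 | compound dosing = one concentration, 20 µM, in 1% DMSO | measured by = Diaphorase-driven resazurin-to-resorufin fluorescence, excitation 544, emission 590 nm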
HMGR II inh: blocks class II HMG-CoA reductase of Enterococcus faecalis | purified E. faecalis HMGR, NADPH absorbance 340 nm kinetic | inhibition, % at 10 µM | 190,000 tested, 0.41% active;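 active means inhibition above a set limit, the median over all tested compounds plus 3 SD, cut at about 9.5% in these data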;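 further: enzyme runs in reverse so mevalonate oxidation gives rising NADPH absorbance; 0% = complete reaction with DMSO and 100% = background rate lacking mevalonate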
PMI activator: activators of human phosphomannose isomerase | purified human PMI, coupled resazurin fluorescence, 20 min; stronger effect = higher value; 1 = vehicle control, 0 substrate-free wells | AID 1214 | activation factor at 20 µM | P34949 | 190,000 tested, 0.005% active;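 active means activation factor of 2 or more at 20 µM, relative to plate controls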
* hit, by the source's call; / = no result given.

SMILES	TNAP act hi DEA	TNAP inh hiacc	FLuc act counter	TNAP inh noacc	Diaph inh CS	G6PDH CS	Diaphorase act	PMI act hi M6P	HMGR II inh	PMI activator
Cc1cc(SCc2cc(=O)n3ccsc3n2)nc2ccccc12	1	-3	1	15	3	-9	1	1	-4	1
Cc1cc2ccccn2c1C(=O)Nc1cccc(Cl)c1	1.1	-7	1	-12	13	-2	0.9	1	3	1
CCC(C)(C)NC(=O)/C=C/c1cc(OC)c(OC)c(S(=O)(=O)N2CCc3ccccc32)c1	1	1	1	-2	-13	7	1.1	1.1	-3	1.2
COCCNc1oc(-c2cccs2)nc1S(=O)(=O)c1ccc(C)cc1	1	0	1	-13	-6	12	1.1	1	-4	1.2
COCCN1CN=C(Nc2nc(C)c3ccc(C)cc3n2)NC1	1	0	1	-5	3	6	1	0.9	/	0.9
CCCS(=O)(=O)N1CCC(C(=O)NCC2CCCO2)CC1 (stereo not drawn)	1	0	1	-10	6	13	0.9	1	0	0.9
c1ccc(-n2c(SCC3CCCCO3)nnc2-c2cnccn2)cc1 (stereo not drawn)	1.1	-9	1	-3	-13	5	1.1	1.2	-7	1.1
Cc1cc(S(=O)(=O)NCc2ccccc2)ccc1OCC(=O)Nc1cccc([N+](=O)[O-])c1	1.1	-6	1	-6	23	9	0.8	0.8	1	0.9
Cc1sc2ncnc(SCC#N)c2c1C	1.1	-5	1	-16	33	2	0.7	0.9	-3	0.9
Cc1ccc(C)c(OCC(=O)NCCNC(=O)COc2cc(C)ccc2C)c1	1	-1	1	-7	21	0	0.8	1.1	-1	1.1
Cc1ccccc1OC1C(=O)N(Cc2ccc3c(c2)OCO3)C1c1sccc1C (stereo not drawn)	1	3	1	-1	23	-2	0.8	0.8	-2	0.8
O=c1[nH]c2cc3c(cc2cc1CN(Cc1cccnc1)C(=S)NCc1ccco1)OCO3	1	-1	1	-8	29	5	0.7	0.7	1	0.5
C/C(CC(C)(C)C1CCCCC1)=N\NC(N)=S	0.9	6	1	6	25	2	0.7	0.9	1	0.8
CN(C)/C(Cn1cncn1)=C1/N=C(c2c(F)cccc2F)OC1=O	1	2	1	-4	7	4	0.9	1	1	1
CCSc1nnc(NC(=O)C2CC(=O)N(Cc3ccc(C)cc3)C2)s1 (stereo not drawn)	0.9	6	1	3	2	-5	1	1.1	2	1.2
O=C(c1ccc(SCc2cccc(Br)c2)c([N+](=O)[O-])c1)N1CCN(c2ccccn2)CC1	1	-3	1.1	-5	21	11	0.8	0.9	-4	0.9
Cc1cc(-c2n[nH]c(=S)n2/N=C/c2cc([N+](=O)[O-])ccc2Cl)n[nH]1	1	-3	1	-76	50*	10	0.5	0.6	-6	0.7
Cc1ccc(CNc2ccc(Cl)cc2[N+](=O)[O-])cc1	0.9	8	1	8	7	2	0.9	1	-4	0.9
O=C(O)C1CCCN1S(=O)(=O)c1ccccc1 (stereo not drawn)	1	0	1.1	-5	10	-4	0.9	1	-3	1
CCn1c(NCc2ccco2)nc2c1c(=O)n(C)c(=O)n2C	1	2	1	-4	18	9	0.8	0.9	1	0.9
O=C1C(=O)N(CCN2CCOCC2)C(c2ccncc2)/C1=C(/O)c1ccc2c(c1)OCO2 (stereo not drawn)	1	2	1	-4	19	6	0.8	1.1	1	1.1
Cc1ccc(C)c(NC(=O)C2C3CCCC2C3c2ccccc2)c1 (stereo not drawn)	1	-5	1.1	-8	11	8	0.9	0.9	-4	0.9
CC(C)CNC(=O)C(=O)Nc1ccc(N(C)C)cc1	1	-2	0.9	-17	-3	4	1	1	2	0.9
CCCCc1nnc(NC(=O)C(C)Sc2nc(N)cc(=O)[nH]2)s1 (stereo not drawn)	1	-4	1.1	-16	11	-1	0.9	1	-7	1
COc1ccc(C2C(C(C)=O)=C(O)C(=O)N2CCCn2ccnc2)cc1OC (stereo not drawn)	1.1	-8	1.1	-7	7	4	0.9	1	/	1.1

6 structures from above, sorted by formula weight, descending.
SMILES	TNAP act hi DEA	TNAP inh hiacc	FLuc act counter	TNAP inh noacc	Diaph inh CS	G6PDH CS	Diaphorase act	PMI act hi M6P	HMGR II inh	PMI activator
CCC(C)(C)NC(=O)/C=C/c1cc(OC)c(OC)c(S(=O)(=O)N2CCc3ccccc32)c1	1	1	1	-2	-13	7	1.1	1.1	-3	1.2
Cc1ccccc1OC1C(=O)N(Cc2ccc3c(c2)OCO3)C1c1sccc1C (stereo not drawn)	1	3	1	-1	23	-2	0.8	0.8	-2	0.8
CN(C)/C(Cn1cncn1)=C1/N=C(c2c(F)cccc2F)OC1=O	1	2	1	-4	7	4	0.9	1	1	1
CC(C)CNC(=O)C(=O)Nc1ccc(N(C)C)cc1	1	-2	0.9	-17	-3	4	1	1	2	0.9
C/C(CC(C)(C)C1CCCCC1)=N\NC(N)=S	0.9	6	1	6	25	2	0.7	0.9	1	0.8
Cc1sc2ncnc(SCC#N)c2c1C	1.1	-5	1	-16	33	2	0.7	0.9	-3	0.9

The list goes on.
SMILES	TNAP act hi DEA	TNAP inh hiacc	FLuc act counter	TNAP inh noacc	Diaph inh CS	G6PDH CS	Diaphorase act	PMI act hi M6P	HMGR II inh	PMI activator
Cc1ccc(N2CC(C(=O)NCc3cccs3)CC2=O)cc1 (stereo not drawn)	1.1	-6	1	-13	15	25	0.9	0.9	-3	0.9
CCOc1ccc(-c2nc3n(c(=O)c2C#N)CCS3)cc1	1	-1	1	2	10	16	0.9	0.9	-1	0.9
CCc1ccc(NC(=O)CSc2nnc(-c3n[nH]c4ccccc34)n2-c2ccccc2)cc1	1	-4	1.1	14	18	13	0.8	1.1	-5	1
O=C(CCOc1ccccc1)NCC(c1ccco1)N1CCCCC1 (stereo not drawn)	1.1	-6	1.1	-10	6	-6	0.9	1	-1	0.9
CC1CC(C)CN(S(=O)(=O)c2cccc3cccnc23)C1 (stereo not drawn)	1.1	-6	1	-10	22	15	0.8	0.9	-8	0.9
O=C(Nc1cnn(Cc2ccc(Cl)cc2Cl)c1)c1noc2c1CCCC2	1	-1	1	-4	32	3	0.7	1	1	1
CN1CCN(Cc2cn[nH]c2-c2ccc(F)cc2F)[C@@H](c2ccccc2)C1	1.1	-6	1.1	31	3	3	1	1	-2	1
O=C1CC(c2ccco2)Cc2c1cnn2-c1nc2ccccc2s1 (stereo not drawn)	1	1	1	-16	10	-20	0.9	0.9	0	0.8
Cc1cc(C(=O)c2ccccc2)nc2ccccc12	1.1	-5	1.1	-10	16	-7	0.8	1	-6	0.9
COc1ccc(-c2cc(C3CCN(c4cc(Cl)nc(N)n4)CC3)[nH]n2)cc1	1	-3	1.1	39	26	-1	0.7	0.9	-6	0.9
CC(C)(C)Cc1nc2ccccc2n1CCc1ccccc1	1	-1	1.1	-6	10	1	0.9	1	-8	1
Cc1cccc(N(CC(=O)NC2CCCC2)C(=O)CS(=O)CC(=O)Nc2ccc3c(c2)OCO3)c1 (stereo not drawn)	1.1	-8	1	-15	6	1	0.9	1	0	1.1
O=C(Nc1nc(-c2ccccc2)c(-c2ccccc2)s1)c1ccc(S(=O)(=O)N2CCCCC2)cc1	1	-1	1	-1	14	1	0.9	1	-6	0.9
COc1ccc(N=C2SCC(=O)N2Cc2ccccc2)cc1	1	-4	1	-16	6	-7	0.9	1	-5	1.1
CCN(CC)C(=O)C(=O)c1ccn(-c2c(C)csc2C(=O)OC)c1	1	-4	1.1	-10	29	10	0.7	0.8	-3	0.9
COc1ccc(CSCCNC(=S)Nc2ccccc2)cc1Cl	1.1	-8	1	-19	15	-2	0.9	0.9	-5	0.9
O=C(CN1CCCC1)Nc1nnc(-c2cccs2)s1	1.1	-6	1	1	2	12	1	1	0	1
Cc1ccc(-c2nn(CCC#N)cc2C=C(C#N)C#N)cc1	1	-1	1.1	-4	11	11	0.9	0.9	6	0.9
CCn1c(N2CCN(CC(=O)c3c(C)n(C)c4ccccc34)CC2)nc2c1c(=O)[nH]c(=O)n2C	1	-4	1.1	-3	14	-3	0.9	1.4	-1	1.3
CCN(CC)S(=O)(=O)c1ccc(NS(=O)(=O)c2ccc(O)c([N+](=O)[O-])c2)cc1	1	4	1	-10	13	9	0.9	1	-1	0.9
COCCCNc1cc(C)nc2ccccc12	1	-2	1.1	-4	0	14	1	0.9	-5	1.1
COc1cc(/C=N/Nc2ccc(C(=O)O)cc2)ccc1O	1	-1	0.6	-7	10	1	0.9	1	0	1.2
Cc1cc(C(=O)N/N=C2\CC(=O)CC(C)(C)C2)c2ccccc2n1	1	2	1	-9	4	1	1	0.7	1	1
Cc1[nH]nc2ncc(C(=O)c3cc(Cl)cc(Cl)c3O)cc12	1	1	1.1	8	8	2	0.9	1.1	-6	1
S=c1[nH]nc(C2CCCCC2)n1/N=C/c1ccncc1	1	-4	1	12	-15	2	1.1	1.1	3	1
(more compounds)
SMILES	TNAP act hi DEA	TNAP inh hiacc	FLuc act counter	TNAP inh noacc	Diaph inh CS	G6PDH CS	Diaphorase act	PMI act hi M6P	HMGR II inh	PMI activator
Nc1nc2n(n1)C1(CCCCC1)C1=C(CCCC1)N2	1	-4	1.1	-22	19	7	0.8	0.7	2	0.9
O=C(O)C1=C[C@H](C2CC2)C[C@H](OCCCCO)O1	1.1	-6	1.1	-10	14	24	0.9	1.1	-6	1.1
CC1CCc2cc(F)ccc2N1C(=O)CSc1nnc2c3ccccc3n(C)c2n1 (stereo not drawn)	1	-5	1	-16	21	0	0.8	0.9	2	0.9
O=C(Nc1cccc(C2OCCCO2)c1)c1cccs1	1	1	1	-5	-9	0	1.1	1	-7	1.1
COc1ccc(Cn2c(C)ccc2C)cc1	1	-2	1	-11	11	1	0.9	1	2	0.9
COc1cccc(-n2c(SCC(=O)O)nnc2-c2cccnc2)c1	1.1	-8	1.1	-18	18	-1	0.8	1	-3	1.1
COC(Cc1nnc(SC)n1-c1ccccc1)OC	1	-2	1	-8	11	9	0.9	0.9	4	0.9
c1ccc(Cn2ccc(-c3cnc(-c4ccccc4)s3)n2)cc1	1	-4	0.6	-18	19	2	0.8	1	-5	1
COc1cccc(NC(=O)c2ccc(S(=O)(=O)N(C)C)cc2)c1	1	-1	1	-6	6	1	0.9	1	-2	1
Cc1ccc(-n2c(SCC(=O)Nc3cccc(C)c3)nc3c(oc4ccccc43)c2=O)cc1	0.9	5	1	-1	17	-46	0.8	0.8	-3	0.8
